# TRPN1 ag: zebrafish TRPN1 (NompC) channel agonism. HEK293 zebrafish TRPN1-YFP, Fluo-8 calcium fluorescence; 100% = response to 87 µM carbachol. activation, % at 3 µM. 0.18% of 220,000 active;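 active = activation above its plate's cutoff, the mean activation of test wells on that plate plus 3 SD, cut at about 19% in these data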;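 note: 0% = DMSO alone and 100% = 87 µM carbachol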
#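 System: zebrafish TRPN1-YFP in HEK293 cells / Dosing: 3 µM single point / Timing: dye loading 1 h at 37 °C, then 30 min room temperature / Signal: Fluo-8 calcium fluorescence, excitation 470-495 nm, emission 515-575 nm / Read-out basis: percent activation from peak over basal fluorescence ratio, control-normalized / Control set: high carbachol 87 µM, low DMSO alone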
# TRPML3 ag: activates the human TRPML3 channel | 0.29% of 220,000 active | activation, % at 3 µM | HEK293 TRPML3-YFP, Fluo-8 calcium fluorescence; 100% = the carbachol control signal | Q8TDD5;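 active = activation above its plate's cutoff, the mean activation of the plate's test wells plus 3 SD, cut at about 12% in these data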;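 note: 0% = DMSO only wells and 100% = carbachol wells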
#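 Test system: TRPML3-YFP stable HEK293 cells. Doses: single point at 3 µM. Incubation: dye loading 1 h 37 °C then 30 min ambient, 125 s read. Signal: Fluo-8 calcium dye fluorescence, ex 470-495, em 515-575 nm. Measure: percent activation from peak-to-basal fluorescence ratio, scaled between DMSO and carbachol.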
# BaF3 tox: reduces parental Ba/F3 cell viability, JAK2V617F counter-screen. 1.1% of 220,000 active. CellTiter-Glo ATP luminescence. inhibition, % at 5.6 µM. AID 1486;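 active = inhibition above a per-campaign cutoff, the mean inhibition of all tested compounds plus 3 SD, cut at about 27% in these data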;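 note: 0% = DMSO wells and 100% = JAK Inhibitor I control wells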
# Ba/F3 V617F tox: lowers viability of Ba/F3 cells expressing EpoR and JAK2V617F; ATP luminescence; 1.1% of 220,000 active; inhibition, % at 5.6 µM; AID 1446;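 active = inhibition above the campaign mean plus 3 SD over all tested compounds, cut at about 24% in these data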;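 note: cytokine-independent growth of Ba/F3 cells driven by EpoR plus mutant JAK2; 0% = DMSO-treated cells and 100% = JAK inhibitor I control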
# RBBP9 inh: inhibitors of human serine hydrolase RBBP9. inhibition, % at 7.94 µM. 0.2% of 220,000 active. AID 1515. O75884. recombinant RBBP9, FP-Rh probe fluorescence polarization;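 active = inhibition above the campaign mean of all tested compounds plus 3 SD, cut at about 14% in these data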;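 note: plate controls were DMSO wells with RBBP9 for no effect and wells lacking RBBP9 protein for full effect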
# Target sequence (O75884 whole entry, looked up): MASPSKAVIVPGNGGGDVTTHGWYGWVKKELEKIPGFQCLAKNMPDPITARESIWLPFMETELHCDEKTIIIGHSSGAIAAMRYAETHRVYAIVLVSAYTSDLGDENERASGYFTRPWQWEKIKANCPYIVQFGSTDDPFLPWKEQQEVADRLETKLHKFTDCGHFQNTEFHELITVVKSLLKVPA
#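 Test system: recombinant human RBBP9. Quantity: 2.5 µM RBBP9 dispensing solution, before mixing. Detection: FP readout at 525/598 nm. Reagent: Serine-hydrolase probe FP-Rh, 375 nM pre-mixing. Measure: % inhibition. Control set: DMSO-treated enzyme wells and wells lacking RBBP9. Buffer or medium: Tris-NaCl-Pluronic buffer, pH 8.0. Times: preincubation 30 min plus labeling 45 min at 25 °C.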
# TNF necrop inh: blocks TNF-alpha induced death of Jurkat FADD-/- cells. Jurkat FADD-/- TNF necroptosis rescue, ATP luminescence, 24 h; 0 = TNF only, 100 = no-TNF cells. activation (protection from cell death), % at 10 µM. 0.068% of 220,000 active. AID 463075;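 active = activation, meaning protection from cell death, of at least 50% relative to plate controls; inactive = activation below 50%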;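 note: necroptosis triggered by 40 ng/mL TNF-alpha added together with compound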
# PPC-1+TRAIL kill: kills PPC-1 cancer cells in the presence of TRAIL; PPC-1 cells + TRAIL, ATPLite viability luminescence; cell killing (% activity), % at 4 µM; 0.41% of 220,000 active; AID 1443;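 active = cell killing above 50% in the first pass at 4 µM, then a duplicate retest at 5 µM averaging 50% or more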;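 note: plate controls were cells with TRAIL plus DMSO for no effect and medium-only wells lacking cells for full effect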
# CHOP inhibitor: CHOP inhibition in unfolded protein response; CHO-K1 CHOP-promoter luciferase, tunicamycin-induced, 15-18 h; inhibition, % at 10 µM; 3.8% of 220,000 active;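 active = compounds that reduced the stress-induced luciferase reporter signal by more than about 70% of percent inhibition, limit read from the data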;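 note: 0% = tunicamycin plus vehicle and 100% = wells without tunicamycin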
# Wee1 stabilizer: blocks degradation of human Wee1 kinase | P30291 | HeLa Luc-Wee1K328M stability, luciferase luminescence; 100% = proteasome inhibitor MG132 effect | reporter increase, % at 5 µM | AID 1321 | 1.2% of 220,000 active;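 active = activation above the mean of all tested compounds plus 3 SD, set per screening run, cut at about 8.8% in these data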;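 note: cells exposed to compound for 20 h before luminescence read; 0% = DMSO alone and 100% = MG132 at 30 µM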
# Target sequence (P30291 whole entry K328M): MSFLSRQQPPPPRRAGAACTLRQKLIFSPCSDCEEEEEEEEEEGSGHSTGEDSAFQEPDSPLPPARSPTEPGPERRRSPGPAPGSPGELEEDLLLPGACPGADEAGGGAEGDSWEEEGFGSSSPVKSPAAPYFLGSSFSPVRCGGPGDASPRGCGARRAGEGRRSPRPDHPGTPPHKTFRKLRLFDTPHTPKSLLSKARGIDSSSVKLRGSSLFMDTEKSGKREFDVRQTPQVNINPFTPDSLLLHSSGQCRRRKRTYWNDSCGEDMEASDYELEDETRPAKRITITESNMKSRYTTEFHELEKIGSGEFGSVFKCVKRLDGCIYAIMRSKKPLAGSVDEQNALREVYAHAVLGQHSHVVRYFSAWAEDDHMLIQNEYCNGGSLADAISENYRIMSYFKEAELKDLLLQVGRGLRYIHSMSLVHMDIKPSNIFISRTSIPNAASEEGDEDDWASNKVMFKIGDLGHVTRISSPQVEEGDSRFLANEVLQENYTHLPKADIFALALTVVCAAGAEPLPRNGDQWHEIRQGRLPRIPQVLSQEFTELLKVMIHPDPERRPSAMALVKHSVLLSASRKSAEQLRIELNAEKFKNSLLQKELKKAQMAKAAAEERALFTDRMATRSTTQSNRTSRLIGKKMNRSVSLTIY
# * hit, by the source's call.
SMILES,TRPN1 ag,TRPML3 ag,BaF3 tox,Ba/F3 V617F tox,RBBP9 inh,TNF necrop inh,PPC-1+TRAIL kill,CHOP inhibitor,Wee1 stabilizer
CCOc1cccc(-c2nc3cc(C)ccc3o2)c1,-1.8,-0.1,1,-3,-3,0.9,-2,-38,1
CCOc1ccc(OCc2ccc(C(=O)NN)o2)cc1,0.6,0.4,0,-4,-1,1.2,27,-6,6
CCC(CC)C(=O)NN(C(=O)c1ccncc1)C1CC(=O)N(c2ccccc2)C1=O (stereo not given),0.4,0.2,-1,-6,-7,-0.1,3,4,-1
COc1ccc(OC)c(C(=O)CSc2nnc(-c3cccs3)n2C)c1,-1.6,0.0,2,-3,1,0.0,-35,-27,-2
Cc1cccc(NC(=O)/C=C/c2ccc([N+](=O)[O-])s2)c1,-0.1,1.0,-1,3,-5,-14,11,-8,0
C/C(N)=C(/C#N)C(=O)COC(=O)c1cccc(O)c1,1.2,0.1,3,4,-5,-0.4,-2,-12,-1
COc1ccc2[nH]cc(CCn3ccc(O)c(C/C=C/c4ccccc4)c3=O)c2c1,-0.6,0.0,10,6,2,-0.3,-5,20,1
CCN1CCN(CC(=O)c2ccc(OC)cc2)CC1,0.7,0.3,2,-2,3,1.0,16,-11,3
CCC(C)Nc1nc(OC)nc(N(C)C#N)n1 (stereo not given),1.6,0.6,2,-3,-6,0.1,11,51,1
CCN(CC)P(=O)(C(NC(=O)OC)C(F)(F)C(F)(F)C(F)(F)C(F)F)N(CC)CC (stereo not given),-1.9,-0.7,-4,-5,2,0.2,14,11,4
CCOC(=O)N1CCN(C(=O)c2ccc(SC)cc2OC)CC1,2.1,1.4,5,-3,-5,-0.4,1,4,-1
CCOC(=O)c1c(C)nc2c3ccccc3ccn12,-1.0,-0.3,7,3,-2,2.4,25,32,2
CC(C)COC(=O)/C(C#N)=C/c1cn(Cc2ccccc2)c2ccccc12,1.2,0.3,3,-1,-3,2.3,11,30,8
O=C(C1=NN[C@@H]2C(=O)N(c3cccc(C(F)(F)F)c3)C(=O)[C@H]12)c1ccc2ccccc2n1,0.3,0.7,3,-2,-12,0.8,8,19,0
Cc1ccc(NC(=O)CSc2nnc(CNC(=O)c3ccco3)o2)cc1,0.9,0.6,3,0,-4,-0.7,2,4,0
Cc1nnc(SCC(=O)Nc2ccc3c(c2)OCO3)o1,0.5,0.4,-2,-1,-9,0.8,3,12,-1
O=C(Nc1ccc(F)cc1)N1CCN(C/C=C/c2ccccc2)CC1,2.6,0.5,4,1,0,0.5,16,20,-3
COc1ccc(-c2nc(N)nc(C(F)(F)F)c2-c2csc(C)n2)c(O)c1,-0.2,-0.2,-2,-1,-4,3.7,6,3,-1
CCCC[n+]1c(-c2ccc(Cl)cc2Cl)csc1Nc1ccccc1,0.3,0.9,5,-2,2,-0.3,17,53,0
O=c1c2ccccc2nc(-c2ccco2)n1Cc1ccccc1,-1.9,-0.5,3,-1,1,0.2,13,47,3
O=C1C2C(C(=O)N1/N=C/c1cc(Br)cc([N+](=O)[O-])c1O)C1C=CC2C12CC2 (stereo not given),0.5,1.2,1,1,-8,-3.3,15,28,0
O/N=C/c1cn(-c2ccc(Cl)cc2)nn1,-1.3,0.1,0,-3,-8,-4.2,11,17,0
CC(=O)Nc1ccc(OCC=C(Cl)Cl)cc1,1.1,-0.6,4,-4,-3,-0.3,-15,20,-1
Cc1ccc2nc3c(cc2c1)c(NC(=O)c1ccco1)nn3CC(C)C,-1.1,-0.8,4,1,2,-3.3,0,25,3
COc1cc(C2C(C(C)=O)=C(C)Nc3ncnn32)ccc1O (stereo not given),1.7,1.2,8,-2,8,0.7,15,22,0
Cc1cccc(NCc2ccccc2O)c1,-1.2,-0.1,2,3,-8,0.5,31,41,-2
COC(=O)c1c[nH]n2c(=O)c(C(C)C)c(C)nc12,-0.9,0.1,-3,2,-2,1.6,-5,20,3
CCOC(=O)C1CCN(c2c(NCCCN(CC)c3ccccc3)c(=O)c2=O)CC1,1.4,-0.1,3,4,3,-1.6,6,12,-1
CCOC(=O)CSc1nc(C)cc(Oc2ccc(=O)n(C)n2)n1,-0.1,1.2,6,-1,1,0.5,-15,8,0
Cc1cc(NC(=O)CCC(=O)N(c2ccccc2)C2(C(=O)NC3CCCCC3)CCCC2)no1,-0.9,0.5,3,-3,-9,-6.3,4,23,1
CCc1sc(NC(=O)c2cc3ccccc3oc2=O)nc1-c1cccs1,1.5,0.7,9,1,-2,1.0,-5,-40,0
Cc1ccc2cc(CN(CCN3CCCC3)C(=O)Nc3ccc(F)cc3)c(=O)[nH]c2c1C,-1.5,1.2,3,-1,-5,5.0,15,31,3
COCCn1c(=NC(=O)CSC(C)=O)sc2cc(OC)ccc21,0.3,-0.3,7,12,-8,-1.4,25,15,1
CC1=CC(c2ccccc2)n2nc(N3C(=O)C4CC=CCC4C3=O)nc2N1 (stereo not given),0.6,0.1,9,5,-3,-0.4,-8,-21,1
CC(=NCc1ccco1)c1c(C(F)(F)F)[nH]n(-c2nc3ccccc3s2)c1=O,-0.3,1.1,11,4,5,-1.4,12,28,-3
CCN(CC)Cc1c(CC(C)C)oc(C)c1C(=O)O,-0.6,1.2,3,0,2,0.9,24,-13,-2
CCOC(=O)c1sc(N=NC2=C(O)CC(C)(C)CC2=O)c(C(=O)OCC)c1C,0.8,1.1,6,1,1,0.3,-8,31,-1
O=C(NCc1ccccc1F)C1CCCN1C(=O)NC1CCCCC1 (stereo not given),-0.3,0.2,10,4,-7,-1.2,30,-8,1
CCCCNC(=S)N=Nc1c(O)[nH]c2ccccc12,-3.3,0.4,6,-2,-1,-2.3,16,60,-3
CCN(CC)C(=O)c1sc(NC(=O)Cc2cccs2)c(C#N)c1C,1.0,0.6,4,-1,-4,-5.0,30,25,0
COc1ccc(NS(=O)(=O)c2cccc(N3CC(O)=C(c4ccccc4)C3=N)c2)cc1,-0.7,-0.5,2,2,-3,0.6,5,-5,-1
Cc1cc(OCC(=O)Nc2ccc(CN3CCCCC3)cc2)ccc1Cl,2.7,3.3,3,1,-10,0.5,-2,1,-1
CCOC(=O)N1CCN(C(=O)CCn2nc(-c3ccc(Cl)cc3)ccc2=O)CC1,-0.3,-0.1,1,1,-12,-1.8,20,27,0
COc1ccccc1NC(=S)N1C2CCC1CC(NC(=O)NC13CC4CC(CC(C4)C1)C3)C2 (stereo not given),0.2,3.7,0,0,-7,-4.1,3,24,1
Cc1ccccc1S(=O)(=O)Nc1cccnc1,0.7,0.6,4,1,2,13,10,-4,-2
CC(C)c1ccccc1-n1cc[nH]c1=S,-0.2,0.9,2,0,-9,1.9,29,15,0
O=C(C1=C[C@H](c2ccccc2)C[C@H](OCc2ccc(CO)cc2)O1)N1CCN(Cc2ccc3c(c2)OCO3)CC1,0.7,-0.1,0,0,-2,-0.4,16,21,1
COc1ccc(C2CC(=O)N(CC(=O)NCC3CCCO3)c3ccccc3S2)cc1 (stereo not given),1.6,0.7,13,4,-4,0.6,7,-14,0
CCN(CC(=O)NCc1ccc(F)cc1)Cc1nc2cc(Cl)ccc2c(=O)[nH]1,0.2,0.3,0,-4,4,1.9,6,20,0
Cn1c(/C(C#N)=C(\O)CN2CCN(Cc3ccccc3)CC2)nc2ccccc21,0.1,1.1,8,-2,1,-1.0,-10,31,0
O=C(c1ccc(Cl)cc1)N1CCCC(C(=O)N2CCN(c3ccccc3)CC2)C1 (stereo not given),-1.8,0.1,4,-6,3,-1.7,13,8,-3
COc1cc(OC)cc(C(=O)N[C@H](C(=O)OCC(=O)Nc2ccc(C)cc2C)C(C)C)c1,2.3,-1.3,2,2,-12,2.5,34,18,-1
COc1ccc(S(=O)(=O)Nc2nc3c(s2)CCCC3)cc1,1.4,0.7,7,1,-3,1.8,4,-34,-2
COc1ccccc1N(CC(=O)NCC1CCCO1)C(=O)CNS(=O)(=O)c1ccc(C)cc1 (stereo not given),1.8,0.1,7,0,0,-0.5,24,1,-1
Cn1c(=O)c2c(nc3sccn32)n(C)c1=O,1.1,-0.2,4,0,6,-0.6,14,7,-2
Cc1nn(-c2ccccc2)c(Cl)c1C(=O)NCC(C)C,-0.7,0.1,-1,-5,-5,-0.1,0,55,-1
O=C(O)C1Cc2c([nH]c3ccccc23)C(c2ccc3c(c2)OCO3)N1 (stereo not given),1.9,1.6,3,1,-6,-3.3,-4,12,-2
O=C(CN1C(=O)S/C(=C\C=C\c2ccccc2)C1=O)N1CCOCC1,2.5,1.8,-2,1,-5,-2.7,14,27,5
CNC(=O)N(O)C1N(c2ccccc2)C(=S)SC1(C)C (stereo not given),1.1,0.5,0,-2,-6,-0.9,8,-15,-2

# Screens: PubChem BioAssay, several laboratories
